Assay outcomes as filed in PubChem BioAssay.
SW480 rerep: inducers of DNA re-replication in SW480 colon cancer cells; AID 624297; Potency, µM (titrated, usually from 46.1 µM), for inactives: at the highest dose re-replication activation, most hits filed as activators; 1.8% of 340,000 active; SW480 DNA re-replication, Hoechst DNA content imaging, 48 h; further: potency means the concentration at half of the fitted maximal effect; % of control where 0% means no effect; nearly all actives have a fitted effect of over 55% in size
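SW480 cells exposed to compounds for 48 hr at 37 C, 5% CO2, then Hoechst-stained 40 min. Nuclear DNA content imaged by fluorescence scanning (405 nm excitation, 500-530 nm emission); re-replication scored as increased high-intensity nuclei.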
KB-V1 MDR tox: kills drug-selected multidrug resistant KB-V1 cells; Potency, µM (series often up to 46.1 µM), for inactives: at the highest dose activity change, negative = cytotoxicity, most hits filed as cytotoxic; KB-V1 MDR cells viability, CellTiter-Glo, 72 h; 3.4% of 400,000 active; further: potency means the concentration at half of the fitted maximal effect; on the % scale 0 is the no-effect control and ±100 the full control effect; nearly all actives have a fitted effect of over 60% in size
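qHTS viability screen in drug-selected KB-V1 MDR cells: 72 h compound treatment at 37 degrees C, ATP luminescence end point.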
WRN inhibitor: WRN helicase (human) inhibition; 0.46% of 360,000 active; Q14191; Potency, µM (titrated, usually from 114 µM), without a hit: at the highest dose activity change, negative = inhibition, most hits filed as inhibitors; WRN helicase unwinding, fluorescent forked duplex, kinetic; AID 651768; further: potency means the concentration at half of the fitted maximal effect; on the % scale 0 is the no-effect control and ±100 the full control effect; nearly all actives have a fitted effect of over 55% in size
Target sequence (Q14191 whole entry, looked up): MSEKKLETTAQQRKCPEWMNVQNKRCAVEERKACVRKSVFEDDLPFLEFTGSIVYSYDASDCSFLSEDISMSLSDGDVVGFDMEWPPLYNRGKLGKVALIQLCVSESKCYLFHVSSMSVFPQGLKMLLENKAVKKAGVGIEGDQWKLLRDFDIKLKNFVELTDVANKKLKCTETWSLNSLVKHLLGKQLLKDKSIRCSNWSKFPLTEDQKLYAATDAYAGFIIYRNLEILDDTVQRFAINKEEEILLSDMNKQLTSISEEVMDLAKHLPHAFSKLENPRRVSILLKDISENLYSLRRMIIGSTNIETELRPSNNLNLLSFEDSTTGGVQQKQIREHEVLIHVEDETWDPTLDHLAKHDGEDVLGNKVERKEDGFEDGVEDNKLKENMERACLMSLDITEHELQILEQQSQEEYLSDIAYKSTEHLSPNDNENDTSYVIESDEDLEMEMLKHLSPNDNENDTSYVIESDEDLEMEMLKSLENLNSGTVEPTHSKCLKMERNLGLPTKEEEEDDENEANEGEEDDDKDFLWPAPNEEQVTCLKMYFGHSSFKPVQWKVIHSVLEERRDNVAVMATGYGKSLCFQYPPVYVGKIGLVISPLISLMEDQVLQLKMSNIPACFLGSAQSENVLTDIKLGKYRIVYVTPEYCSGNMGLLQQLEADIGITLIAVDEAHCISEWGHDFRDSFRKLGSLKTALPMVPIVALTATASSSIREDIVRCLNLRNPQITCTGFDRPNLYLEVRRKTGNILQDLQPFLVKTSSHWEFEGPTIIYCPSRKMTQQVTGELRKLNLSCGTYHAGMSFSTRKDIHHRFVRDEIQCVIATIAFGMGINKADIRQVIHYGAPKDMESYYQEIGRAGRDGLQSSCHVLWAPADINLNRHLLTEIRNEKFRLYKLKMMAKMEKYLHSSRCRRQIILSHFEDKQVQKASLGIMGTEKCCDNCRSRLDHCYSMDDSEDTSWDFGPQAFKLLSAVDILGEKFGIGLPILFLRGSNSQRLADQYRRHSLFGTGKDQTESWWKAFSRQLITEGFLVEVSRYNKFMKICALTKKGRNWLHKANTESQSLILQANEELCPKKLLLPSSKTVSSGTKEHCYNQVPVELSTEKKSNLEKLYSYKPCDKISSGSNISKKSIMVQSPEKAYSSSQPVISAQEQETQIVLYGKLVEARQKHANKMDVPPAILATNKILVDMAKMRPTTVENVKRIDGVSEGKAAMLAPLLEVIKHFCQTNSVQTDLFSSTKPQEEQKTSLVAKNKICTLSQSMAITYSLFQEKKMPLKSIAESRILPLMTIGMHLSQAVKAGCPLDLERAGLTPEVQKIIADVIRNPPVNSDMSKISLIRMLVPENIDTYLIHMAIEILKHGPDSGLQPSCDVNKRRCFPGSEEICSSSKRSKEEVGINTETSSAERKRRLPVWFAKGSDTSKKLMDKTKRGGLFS
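Kinetic fluorescence helicase assay: unwinding of a quenched forked DNA duplex (100 nM final) with 2 mM ATP final raises red fluorescence (525/598 nm). Compounds sat 15 min at room temperature with 20 nM WRN beforehand.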
HT1080 IDH1KD tx: toxicity to HT-1080 IDH1 knockdown cells (counter line); HT-1080 IDH1 knockdown viability, ATP luminescence, 48 h; Potency, µM (series often up to 46.1 µM), for the others: at the highest dose activity, negative = toxicity, actives largely listed as cytotoxic; 2% of 360,000 active; AID 686971;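 further: potency means the concentration at half of the fitted maximal effect; 0% = DMSO wells and -100% = cell-free medium wells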
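Luminescent ATP read-out (CellTiter-Glo, 10 min at room temperature) after 48 h compound exposure at 37 °C gave viability of IDH1-knockdown HT-1080 cells. Activity was normalised to DMSO and cell-free wells, then fitted as concentration-response curves.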
ATXN2 expr inh: inhibitors of ATXN2 expression. HEK-293 ATXN2-luciferase reporter, luminescence, 24 h. Potency, µM (series often up to 57 µM), for the others: at the top dose activity change, negative = inhibition, actives largely listed as inhibitors. 0.72% of 360,000 active. AID 1745845; further: potency means the concentration at half of the fitted maximal effect; on the % scale 0 is the no-effect control and ±100 the full control effect; nearly all actives have a fitted effect of over 55% in size
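ATXN2-luciferase reporter cells (luciferase flanked by upstream and downstream ATXN2 gene portions) were treated 24 h at 37 °C with compounds at up to 57 uM. SteadyGlo luminescence gave expression; GF-AFC fluorescence gave viability.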
HT1080NT lethal: kills 2HG-producing HT-1080-NT fibrosarcoma cells; AID 686970; HT-1080-NT fibrosarcoma viability, CellTiter-Glo ATP luminescence, 48 h; 1.6% of 360,000 active; Potency, µM (highest dose often 46.1 µM), inactives show top-dose activity, negative = less viability, usual class: cytotoxic;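 further: NT is the 2HG producing partner of a matched IDH1 knockdown line; potency means the concentration at half of the fitted maximal effect; 0% = DMSO-treated cells and -100% = media-only wells without cells; nearly all actives have a fitted effect of over 55% in size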
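HT-1080-NT fibrosarcoma cells (2HG-overproducing), 750 cells/well in RPMI with 5% FBS, dosed after 2 h and incubated 48 h at 37C. CellTiter-Glo luminescence normalized to DMSO and no-cell wells; concentration-response curves fitted and classed.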
IL-1B inflam inh: inflammasome signaling inhibition, IL-1 beta readout | AID 743279 | THP-1 LPS/ATP IL-1B secretion, AlphaLISA, 16 h; active compounds read low | activity change, % at 57.5 µM | 4.7% of 360,000 active; in the data active means activity change below about -50%; inconclusive means mostly about -30% to -49%; further: on the % scale 0 is the no-effect control and ±100 the full control effect
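Secreted IL-1B measured by AlphaLISA bead assay after 16 h compound exposure of THP-1 cells; compounds (final up to 57.5 uM) added 1 h before LPS (250 ng/mL) and ATP (1.25 mM) stimulation; lower signal means less secretion.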
KB-3-1 tox: KB-3-1 parental cell cytotoxicity. KB-3-1 viability, CellTiter-Glo ATP luminescence, 72 h. Potency, µM (doses to about 46.1 µM), for the others: at the top dose activity change, negative = cytotoxic, actives largely listed as cytotoxic. 1.4% of 400,000 active; further: potency means the concentration at half of the fitted maximal effect; on the % scale 0 is the no-effect control and ±100 the full control effect; nearly all actives have a fitted effect of over 60% in size
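Parental KB-3-1 viability, qHTS format: 72 h compound exposure, 37 °C; CellTiter-Glo; media-only wells and DMSO plates as controls; concentration-effect fits on corrected data.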
MCF10A rerep: DNA re-replication induction in MCF 10a cells; AID 624296; MCF 10A DNA re-replication, Hoechst nuclear intensity, 48 h; 2.9% of 350,000 active; Potency, µM (top dose mostly 46.1 µM), inactives show at the highest dose activity, positive = re-replication, actives largely listed as activators; further: potency means the concentration at half of the fitted maximal effect; % of control where 0% means no effect; nearly all actives have a fitted effect of over 50% in size
Active calls of the source: *; u = inconclusive; x = not tested or not shown; & = joins results of further samples; [ ] = another dose, or the depositor's remark. Unless noted, the call rests on the fitted dose curve; in most records, active means well fitted curve in the direction sought with a large enough effect; inconclusive means small, poorly fitted or top-dose-only effect, or another doubt; inactive means no such curve, though single readings can be large; an effect the other way counts as inactive or inconclusive.

SMILES	SW480 rerep	KB-V1 MDR tox	WRN inhibitor	HT1080 IDH1KD tx	ATXN2 expr inh	HT1080NT lethal	IL-1B inflam inh	KB-3-1 tox	MCF10A rerep
O=C(/C=C/c1ccco1)NC(=S)N1CCCCC1	-8%	9%	-17%	3%	44%[activator]	19%	15	15%	-9%
CN(Cc1cn(C)nc1-c1cccc(Cl)c1)Cc1nccn1C	-13%	u	-1%	7%	x	23%	-1	10%	-1%
CCOC(=O)c1sc(NC(=O)c2ccncc2)c(C#N)c1C	-4%	2.6µM*	-35%	-1%	-1%	u	26	4.1µM*	-24%
Cc1ccc(C)c(NC(=O)CS(=O)(=O)c2c[nH]c3ccccc23)c1	-1%	-3%	-6%	6%	-2%	1%	8	21%	12%
COCCNC(=O)c1csc2c1CCCC2	2%	16%	0%[57.1 µM]	4%[9.24 µM]	5%	11%	18	16%	3%
C=CCNC(=O)c1ccccc1NC(=O)c1cccc2ccccc12	14%	u	-11%	-15%	-10%	-11%	-1	-3%	u
Cc1ccc(NC2=C(N3CCOCC3)C(=O)c3ccccc3C2=O)cc1	1%	u	-18%[57.1 µM]	u	u	u	-100*	-16%	1%
Fc1ccccc1-c1cc2ncccc2cn1	-4%	11%	0%	8%	50%[activator]	1%	19	-1%	-8%
Cc1ccccc1CNC(=O)c1ccc2ccccc2n1	22%	-12%	11%	9%	-2%	11%	8	-2%	1%
Cc1cc(C(=O)NCC(c2ccco2)N(C)C)no1 (stereo unspecified)	0%	10%	5%	-3%	10%	2%	-28	-1%	-2%
CSc1ncccc1C(=O)NC1CCCCCCC1	1%	-13%	6%	-4%	25%	-3%	1	-3%	7%
C/C(CC(=O)NC(C)C)=N\NC(=O)COc1cc(C)c(Br)cc1Br	-1%	-16%	2%	-9%	-33%	-6%	-6	5%	7%
CCOC(=O)Sc1nc2ncncc2[nH]1	2%	u	-16%	-7%	11%	-6%	-10	5%	15%
COc1ccc(Cl)cc1NC(=O)COC(=O)CCNS(=O)(=O)c1cccs1	-5%	u	-26%	9%	-5%	8%	-2	9%	-3%
O=C(O)c1ccc(-n2c(-c3ccccc3)n[nH]c2=S)cc1	2%	-4%	-13%	2%	7%	2%	-16	11%	1%
O=C(c1ccc2nc3ccc(Cl)cc3c(=O)n2c1)N1CCOCC1	7%	u	2%	-10%	3%	3%	13	0%	-9%
C/C(=N\NC(=S)NCCc1ccccc1)c1ccc(Cl)cc1	x	-11%	-25%	-19%	10%	-4%	0	-12%	12%
Cc1cccc(NS(=O)(=O)c2ccc(C(=O)NCC(c3ccccc3)N(C)C)cc2)c1C (stereo unspecified)	u	-1%	-2%	u	-11%	u	-6	-29%	u
Cc1cc(S(=O)(=O)NC(C)C)ccc1OCC(=O)Nc1ccc2c(c1)OCCO2	19%	8%	11%	8%	7%	11%	0	10%	3%
Cc1occc1C(=O)NCc1nc(-c2ccc(Cl)cc2)no1	1%	-29%	3%	-6%	-8%	-12%	-7	-1%	16%

In another format: two of the compounds above
Values run as follows: SW480 rerep | KB-V1 MDR tox | WRN inhibitor | HT1080 IDH1KD tx | ATXN2 expr inh | HT1080NT lethal | IL-1B inflam inh | KB-3-1 tox | MCF10A rerep
COCCNC(=O)c1csc2c1CCCC2
    2% | 16% | 0%[57.1 µM] | 4%[9.24 µM] | 5% | 11% | 18 | 16% | 3%
C=CCNC(=O)c1ccccc1NC(=O)c1cccc2ccccc12
    14% | u | -11% | -15% | -10% | -11% | -1 | -3% | u

Following part.
SMILES	SW480 rerep	KB-V1 MDR tox	WRN inhibitor	HT1080 IDH1KD tx	ATXN2 expr inh	HT1080NT lethal	IL-1B inflam inh	KB-3-1 tox	MCF10A rerep
Cc1oc(-c2ccc(-c3ccccc3)cc2)nc1CN(CCO)C(C)C	3%	0%	8%	23µM*	34%[activator]	u	-82*	-3%	u
COCCNC(=S)NNC(=O)CSCc1ccc(Cl)cc1Cl	u	u	-4%	-13%	-16%	-19%	-15	-11%	-3%
CN1C(=O)C2C(c3ccc(N(C)C)cc3)NN(Cc3ccccc3)C2C1=O (stereo unspecified)	2%	u	-9%	0%	-15%	-20%	-3	2%	-40%[inhibitor]
COc1ccc(N2CCN(CC(O)COc3c(OC)cccc3OC)CC2)cc1 (stereo unspecified)	-4%	-1%&-13%	5%	15%	3%&-11%	1%	7	12%&-7%	-5%
CC1CCCC(NC(=O)CN(C)S(=O)(=O)c2cccc3cccnc23)C1C (stereo unspecified)	0%	0%	2%	6%	3%	25%	0	-27%	0%
Cc1cc2ccccc2c(=O)n1CC(=O)Nc1ccc2c(c1)OCCO2	-4%	-5%	-14%	-2%	x	0%	u	-3%	1%
O=C1c2ccccc2NC(c2ccc(-c3ccc(Br)cc3)o2)N1O (stereo unspecified)	u	u	4%	11µM*	u	7.9µM*	101	u	u
COc1ccc(-c2cc(C(=O)Nc3cccnc3)no2)cc1OC	-58%[inhibitor]	u	-4%	12%	55%&42%[activator]	20%	4	-30%&6%	3%
Cn1c(=O)[nH]c(=O)c2c1nc(N)n2Cc1ccccc1	5%	-5%	6%	7%	43%[activator]	4%	-12	-27%	15%
Cc1ccc(OCCn2c(=S)[nH]c3c(N)ncnc32)cc1	-8%	-11%	7%	-11%	-9%	0%	32	7%	2%
COc1ccc(NC(=O)CN2CCC(C(=O)c3ccc(C)cc3)CC2)c(OC)c1	-44%[inhibitor]	2%	2%[57.1 µM]	4%	-18%	8%	13	-16%	u
CCN(CC)S(=O)(=O)c1cccc(NC(=O)c2cc(-c3cccs3)nn2-c2ccccc2)c1	8.2µM*	3.7µM*	-13%	0%	-8%	12%	7	-16%	-48%[inhibitor]
CCOC(=O)C1CCN(C(=O)c2ccc(C)c(S(=O)(=O)N3CCCC3)c2)CC1	-14%	-6%	-12%	8%	41%[activator]	11%	-1	-14%	-3%
CN(C)CC/C=C1\c2ccccc2Sc2cc(F)c(Cl)cc21	u	u	-4%	12µM*	-18%	26µM*	-93*	-29%	23%
O=C(C1CC1)N1CCc2[nH]c3ccccc3c2C1	5%	3%	-3%	8%	2%	11%	-14	18%	1%
Cc1ccc(NC(=O)N2CCCC2C(=O)NCc2ccccc2Cl)cc1 (stereo unspecified)	3%	8%	7%	4%	x	9%	-14	3%	4%
Cc1ccc2cc(C(c3nnnn3Cc3ccccc3)N3CCN(c4ccccc4)CC3)c(=O)[nH]c2c1 (stereo unspecified)	3%	u	-5%	-2%	-6%	-3%	-21	-16%	u
COCCn1c(C)cc(C(=O)CSc2n[nH]c(N)n2)c1C	1%[9.22 µM]	11%	7%	4%	12%	0%	12	1%	14%
Cc1cccc(C)c1NC(=O)CN1CCN(CC(=O)NCC2(N3CCCCC3)CCCCC2)CC1	-2%	12%	5%	1%	-6%	6%	-14	1%	7%
O=S(=O)(c1ccccc1)C1(S(=O)(=O)c2ccccc2)CCCC1	2%	-4%	1%	7%	3%	12%	0	13%	15%
COc1cc(OC)c(OC)cc1/C=C1\CCC(C2CCCC2)C1=O (stereo unspecified)	u	u	-3%	-17%	x	-1%	-51*	-17%	u
C/C(=N\OC(=O)c1cccc(C(F)(F)F)c1)c1sc(-c2ccccc2)nc1C	-4%	-27%	-8%	20%	12%	28%	18	-14%	-1%
CSCCNC(=O)C1(C)CCN1C(=O)C/C=C/c1ccccc1 (stereo unspecified)	x	u	-5%[57.1 µM]	-1%	4%	10%	-7	7%	x
Clc1ccccc1-c1cc2nc(NCc3ccco3)ccn2n1	x	6%	-3%	-7%	35%[activator]	0%	u	0%	x
O=C(CN1C(=O)c2ccccc2C1=O)Nc1cc(C(=O)O)cc(C(=O)O)c1	-20%	23%	4%	9%	-20%	2%	14	-1%	17%
O=C1NN(c2ccccc2)C(=O)/C1=C\c1ccc2c(c1)OCO2	-6%[9.22 µM]	59%	u	2%	4%	-2%	36	7%	-1%
COc1ccc(C2CC(C(F)(F)F)n3nc(C(=O)NCCN4CCOCC4)cc3N2)cc1 (stereo unspecified)	3%	-20%	9%	1%	1%	-6%	4	19%	-4%
COc1ccc(N2C(=O)c3ccccc3NC(=O)C2C(=O)Nc2ccc(N3CCOCC3)cc2)cc1 (stereo unspecified)	x	-3%	-3%	-2%	x	-3%	-20	17%	x
Cc1cccc(N2CCN(C(=O)c3ccccc3NC(=O)C3=CSCCO3)CC2C)c1 (stereo unspecified)	-5%	9%	2%	1%	-19%	5%	-1	12%	u
O=C(Nc1ccc(Oc2ccccc2)nc1)[C@H]1O[C@@H](n2ccc(=O)[nH]c2=O)[C@H](O)[C@@H]1O	x	5%	2%	17%	-14%	21%	0	0%	x
CN(CC(=O)Nc1ccc2c(c1)OCO2)S(=O)(=O)c1ccc(F)cc1	-2%	22%	-3%[57.1 µM]	1%	12%	-10%	-16	1%	-7%
Cc1ccc(/C=C/C(=O)OCC(=O)NC(C)C)o1	-6%	20%	-8%	-1%	13%	-9%	27	14%	-22%
O=C(CCc1ccccc1)Nc1cc2c3c(c1)CCC(=O)N3CCC2	-13%	-25%	4%	2%	3%	-2%	-2	-4%	7%
Cc1cc(C)n(-c2nc(NC(C)(C)C)nc(NC(C)(C)C)n2)n1	0%	-12%	-3%	4%	-13%	10%	14	0%	-5%
O=S(=O)(c1cccc2cccnc12)N1CCCCC1	1%	-12%	-5%	13%	-10%	11%	6	4%	0%
Cc1ccc([C@H]2C[C@@H](n3cc(-c4ccc(F)cc4)nn3)[C@H](O)CN2CC2CCCCC2)cc1	x	u	-2%	1%	4%	17%	3	u	x
Cc1ccc(-c2nc3cnccn3c2Nc2ccc3c(c2)OCO3)o1	-11%	0%	-5%	-4%	8%	0%	47	-33%	10%
